# Compound activity deposited in PubChem by several laboratories.
# Keap1 Nrf2 FP – disrupts human Keap1 binding to Nrf2 peptide; Q14145; Keap1 Kelch-Nrf2 peptide fluorescence polarization, 1536-well; inhibition, % at 9.4 µM; actives 0.15% (n = 340,000); AID 504523; in the data active = inhibition above about 12%;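 note: human Keap1 Kelch domain with fluorescein labeled Nrf2 9mer peptide probe; 0% = neutral control wells and 100% = peptide positive control; higher means more block of Keap1 binding to Nrf2 peptide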
# CAL PDZ FP-1 – inhibitors of human CAL PDZ peptide binding; actives 0.92% (n = 300,000); Q9HD26; inhibition, % at 24.9 µM; AID 602252; purified CAL PDZ, TMR-peptide fluorescence polarization, 1 h;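 active = mean inhibition of at least 30% with at least half of replicates also reaching 30%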;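 note: 0% = DMSO neutral control and 100% = excess unlabeled competitor peptide PRC23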
# NSD2 inh – inhibitors of human histone methyltransferase NSD2. actives 0.54% (n = 310,000). O96028. NSD2 peptide methylation, AlphaScreen, 120 min. inhibition, % at 12.5 µM. AID 743445; in the data active = inhibition above about 50%
# Target sequence (O96028 whole entry, looked up): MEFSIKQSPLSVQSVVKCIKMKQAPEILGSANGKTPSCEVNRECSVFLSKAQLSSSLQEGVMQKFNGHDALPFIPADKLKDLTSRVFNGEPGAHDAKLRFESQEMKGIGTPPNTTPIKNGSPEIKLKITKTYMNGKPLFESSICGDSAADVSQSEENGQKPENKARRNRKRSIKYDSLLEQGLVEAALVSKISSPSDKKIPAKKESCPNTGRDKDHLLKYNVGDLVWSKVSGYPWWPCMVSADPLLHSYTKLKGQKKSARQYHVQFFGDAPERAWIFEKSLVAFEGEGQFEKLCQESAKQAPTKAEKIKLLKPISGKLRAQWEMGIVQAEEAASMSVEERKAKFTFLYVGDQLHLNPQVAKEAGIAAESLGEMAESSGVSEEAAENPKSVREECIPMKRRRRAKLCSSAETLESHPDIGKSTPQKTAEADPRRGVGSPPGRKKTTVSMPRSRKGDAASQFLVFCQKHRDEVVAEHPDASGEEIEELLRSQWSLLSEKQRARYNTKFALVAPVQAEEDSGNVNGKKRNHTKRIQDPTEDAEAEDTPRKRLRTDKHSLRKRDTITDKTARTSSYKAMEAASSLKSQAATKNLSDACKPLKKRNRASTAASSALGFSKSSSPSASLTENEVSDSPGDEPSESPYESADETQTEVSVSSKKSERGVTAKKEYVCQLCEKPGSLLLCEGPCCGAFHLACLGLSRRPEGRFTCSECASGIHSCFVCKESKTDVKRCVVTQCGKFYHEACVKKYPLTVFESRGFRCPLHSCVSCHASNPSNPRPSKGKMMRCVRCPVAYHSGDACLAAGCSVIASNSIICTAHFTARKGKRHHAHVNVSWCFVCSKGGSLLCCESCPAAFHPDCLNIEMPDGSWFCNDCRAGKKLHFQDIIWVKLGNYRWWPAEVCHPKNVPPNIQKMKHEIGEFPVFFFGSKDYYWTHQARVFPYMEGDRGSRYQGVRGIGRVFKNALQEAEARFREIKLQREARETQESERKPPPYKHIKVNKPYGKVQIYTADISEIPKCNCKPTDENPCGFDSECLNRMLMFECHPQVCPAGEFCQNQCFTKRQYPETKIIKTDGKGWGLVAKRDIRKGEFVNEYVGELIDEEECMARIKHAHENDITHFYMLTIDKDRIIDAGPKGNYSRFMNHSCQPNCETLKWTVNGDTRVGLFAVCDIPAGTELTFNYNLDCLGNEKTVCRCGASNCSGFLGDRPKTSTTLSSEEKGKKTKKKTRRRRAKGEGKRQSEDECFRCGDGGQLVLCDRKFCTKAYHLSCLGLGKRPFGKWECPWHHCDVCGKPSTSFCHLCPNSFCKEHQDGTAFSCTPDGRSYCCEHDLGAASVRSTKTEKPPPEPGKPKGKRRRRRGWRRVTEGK
# LANA DNA inh – blocks KSHV LANA C-terminal domain binding to DNA. MBP-C-LANA/FAM-LBS DNA binding, fluorescence polarization. inhibition, % at 9 µM. actives 0.078% (n = 340,000). AID 504423;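 active = highest replicate inhibition at or above 60% at 9 µM, even if other replicates fall short; inactive = all replicates below 60% inhibition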;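 note: 0% = neutral control wells and 100% = 4 µM acridine orange control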
# Pemphigus Ab inh – inhibitors of pemphigus antibody binding to human desmoglein-3; actives 0.48% (n = 310,000); binding (percent of control), % at 10 µM; P32926; AID 588358; DSG3-coupled beads, scFv-anti-DSG3-GFP binding, flow cytometry; active compounds read low;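 active = binding more than 3 SD below its plate's average and above zero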;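 note: hits lower antibody fragment binding to DSG3; some compounds called inactive have numbers as strong as hits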
# V-ATPase pH – alters yeast V-ATPase proton transport; actives 0.37% (n = 350,000); S. cerevisiae, pHLuorin cytosolic pH fluorescence; response, % at 10 µM; in the data active = response mostly above about 7.3%, no sharp cut-off; inactive = mostly below about 5.4%; note: actives read high; inactives centre near 0; some compounds called inactive have numbers as strong as hits
# DAGLB inh – diacylglycerol lipase beta (human) inhibition; Q8NCG7; HEK293T DAGLB membrane lysate, EnzChek fluorogenic substrate; inhibition, % at 5.17 µM; actives 0.059% (n = 340,000); in the data active = inhibition above about 34%;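 note: 0% = enzyme with vehicle and 100% = wells lacking enzyme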
# Arr AP2 block – blocks beta-arrestin peptide binding to AP2 adaptin | FITC-arrestin peptide / GST-AP2 beads, flow cytometry; AP2 beta2 appendage carries R879A mutation | inhibition, % at 10 µM | actives 0.31% (n = 340,000) | AID 504490;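 active = inhibition above a set limit, near 3 SD of compounds lacking own fluorescence, cut at about 54% in these data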;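 note: plate controls were DMSO wells for no effect and 5 µM unlabelled arrestin peptide for full effect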
#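 System: GST-AP2 R879A glutathione beads. Medium: PBS with 0.05% Tween 20 and 0.1% BSA. Also added: FITC-arrestin peptide, 50 nM. Incubation: 12 min plus 1 h, RT. Measured by: high-throughput flow cytometry of beads, ex 488, em 535 nm. Evaluation: percent drop in bead-associated FITC signal.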
# RTF Ca sens inh – cardiac RTF calcium desensitization. IANBD-labeled cardiac RTF, Ca2+ fluorescence. P19429+P45379. inhibition, % at 7.15 µM. actives 0.12% (n = 340,000);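 active = inhibition above the mean inhibition of all tested compounds plus 3 SD, cut at about 17% in these data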;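 note: assay run at fixed EC70 calcium of 1.6 mM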
# CAL PDZ FP-2 – blocks peptide binding to human CAL PDZ domain; Q9HD26; purified CAL PDZ, TMR-peptide fluorescence polarization, 1 h; inhibition, % at 20 µM; actives 0.02% (n = 330,000); AID 504414;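 active = highest replicate inhibition of at least 40%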;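 note: plate controls were DMSO neutral control wells for no effect and unlabeled competitor peptide control wells for full effect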
#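 Material: tagged CAL PDZ protein CerCALP, purified; buffer or medium: sodium phosphate/NaCl buffer pH 7.4 with TCEP, IgG, Thesit; also added: fluorescent TMR peptide probe; schedule: 1 h incubation at room temperature before polarization reading; technique: fluorescence polarization from S- and P-plane intensities, G-factor corrected; control set: unlabelled peptide and DMSO controls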
# * marks the source's active call; other numbers are inactive results; / = no result given. This is a subset. The share of hits here may be higher or lower than overall.
SMILES,Keap1 Nrf2 FP,CAL PDZ FP-1,NSD2 inh,LANA DNA inh,Pemphigus Ab inh,V-ATPase pH,DAGLB inh,Arr AP2 block,RTF Ca sens inh,CAL PDZ FP-2
O=C(COC(=O)/C=C/c1ccc(S(=O)(=O)N2CCOCC2)cc1)NCc1ccccc1,4,5,-2,-0.8,106,2,1,-5,9,-0.1
CC1CCN(CCOCCOc2ccccc2-c2ccccc2)CC1,0,-3,3,-1.4,101,-2,-1,0,-25,-1.9
CCN(CC(=O)NCc1cccs1)S(=O)(=O)c1ccccc1Cl,-1,-2,12,-0.7,102,-2,1,-4,-15,-3.1
O=C(CCc1nnc(COc2ccccc2)o1)NCc1ccccc1,1,-1,-5,-0.6,105,1,3,11,-9,-2.5
COc1cccc(C(=O)NCC2CCCN(C3CCCCC3)C2)c1OC (stereo not given),-3,/,0,-2.0,117,-4,0,3,-10,0.1
CCc1ccccc1NC(=O)N1CCC(NC(=O)C(Cc2ccccc2)NC(C)=O)CC1 (stereo not given),-2,6,-2,0.0,103,5,0,19,3,0.4
O=S(=O)(/C=C/c1ccccc1)Nc1ccc(F)cc1,-1,0,3,1.3,98,2,-2,-10,-7,4.2
COC(=O)C1CCN(C(=O)COC(=O)/C=C/c2ccc(O)c(OC)c2)CC1,-1,/,0,1.1,97,-3,0,-7,-6,-0.4
COC(=O)c1ccc(CSc2nnc(-c3ccc4c(c3)OCO4)n2-c2ccccc2)o1,-4,-6,0,-1.5,95,2,1,-12,6,-4.7
CCN(CC)S(=O)(=O)c1cccc(S(=O)(=O)N2CCCCC2)c1,-1,1,-5,0.0,99,-3,0,-2,-19,-1.4

# One compound at a time, as listed above. Order of screens: Keap1 Nrf2 FP	CAL PDZ FP-1	NSD2 inh	LANA DNA inh	Pemphigus Ab inh	V-ATPase pH	DAGLB inh	Arr AP2 block	RTF Ca sens inh	CAL PDZ FP-2
# Record of `COc1cccc(C(=O)NCC2CCCN(C3CCCCC3)C2)c1OC` (stereo not given) : -3	/	0	-2.0	117	-4	0	3	-10	0.1
# Record of `O=C(COC(=O)/C=C/c1ccc(S(=O)(=O)N2CCOCC2)cc1)NCc1ccccc1` : 4	5	-2	-0.8	106	2	1	-5	9	-0.1

# Further records follow.
SMILES,Keap1 Nrf2 FP,CAL PDZ FP-1,NSD2 inh,LANA DNA inh,Pemphigus Ab inh,V-ATPase pH,DAGLB inh,Arr AP2 block,RTF Ca sens inh,CAL PDZ FP-2
Cc1cccc(C(=O)NNC(=O)c2ccccc2C)c1,-8,-2,1,-1.0,105,1,3,-5,4,-2.0
CCOc1ccc(C2C(C#N)=C(N)Oc3cc(C)n(Cc4ccco4)c(=O)c32)cc1OC (stereo not given),-5,7,2,2.3,107,-1,-3,31,2,-0.5
CSc1nnc(-c2ccccc2Cl)o1,-2,-4,-1,2.0,110,-2,-1,0,-3,-0.9
C[S+](CC[C@H](N)C(=O)O)C[C@H]1O[C@@H](n2cnc3c(N)ncnc32)[C@H](O)[C@@H]1O (stereo not given in full),-7,-1,/,0.2,108,4,0,-1,7,-0.2
COCC(C)n1c(SCC(=O)NC(=O)Nc2ccc3c(c2)OCCO3)nc2ccccc2c1=O (stereo not given),2,4,0,0.5,101,-1,-2,56*,1,0.6
COC(=O)c1cccc(NC(=O)CCNC(=O)c2ccc([N+](=O)[O-])cc2)c1,0,-3,-2,2.9,117,2,-1,-6,-3,0.3
CCC(C)[C@H](N)c1nnc(SCc2cccc(F)c2)o1 (stereo not given in full),2,-1,-3,-0.8,111,1,-4,-4,-5,-1.1
Cc1[nH]n(-c2ncc(-c3ccc(Cl)cc3)s2)c(=O)c1C(c1ccc(Cl)cc1)C(C#N)C#N (stereo not given),2,-1,/,1.4,100,1,16,4,-2,0.6
COc1ccc2oc(-c3ccc(C)c(NC(=O)CSc4ccc(Cl)cc4)c3)nc2c1,-4,-6,-1,0.8,101,3,-4,0,2,/
CCCCC1C2C(=O)N(c3ccccc3)C(=O)C2ON1c1ccccc1 (stereo not given),-1,2,0,-1.3,/,0,-3,-3,-3,1.1
O=C(O)CSc1ncnc2nc[nH]c12,-2,0,-1,2.2,99,-1,-2,-5,-2,-0.8
O=C1CCCN1CN(C(=O)c1ccccc1)c1ccccc1,-6,0,-2,0.5,116,5,1,13,-3,-0.6
COc1ccc(C(=O)OCC(=O)NCc2cccs2)c(OC)c1OC,-4,-3,-2,5.3,/,-3,-1,-7,4,-1.1
COc1ccc(NS(=O)(=O)c2cn(C)c(=O)n(C)c2=O)cc1,1,-4,-1,1.6,99,1,3,0,-2,7.8
Cc1ccc(NC(=O)Cn2nnc(-c3ccc4c(c3)OCO4)n2)cc1F,-4,-5,-8,-2.0,99,-5,-2,-8,-2,-2.0
CSCCC(NS(=O)(=O)c1cccc(C(F)(F)F)c1)C(=O)N(C)Cc1ccc2c(c1)OCCO2 (stereo not given),2,0,6,1.5,/,0,-3,27,-6,-3.3
CC(Oc1ccc2oc3ccccc3c2c1)C(=O)NC12CC3CC(CC(C3)C1)C2 (stereo not given),-5,-5,-1,-0.7,95,-1,-15,-8,9,-2.1
Cc1ccc(C)c(N2CCN(C3CCCC(C)C3)CC2)c1 (stereo not given),-6,/,-2,0.3,95,-1,0,8,-1,-1.1
Cc1c(Cc2ccccc2)c(=O)oc2cc(OCC(N)=O)ccc12,-1,-4,2,-0.1,96,4,1,-2,1,-0.2
NC(=O)c1ccc(NCCc2ccccc2)c([N+](=O)[O-])c1,-2,2,1,-2.7,103,1,4,-6,2,-4.4

# Gathered by group, those above with an aryl methoxy group (six)
SMILES,Keap1 Nrf2 FP,CAL PDZ FP-1,NSD2 inh,LANA DNA inh,Pemphigus Ab inh,V-ATPase pH,DAGLB inh,Arr AP2 block,RTF Ca sens inh,CAL PDZ FP-2
COc1cccc(C(=O)NCC2CCCN(C3CCCCC3)C2)c1OC (stereo not given),-3,/,0,-2.0,117,-4,0,3,-10,0.1
COC(=O)C1CCN(C(=O)COC(=O)/C=C/c2ccc(O)c(OC)c2)CC1,-1,/,0,1.1,97,-3,0,-7,-6,-0.4
CCOc1ccc(C2C(C#N)=C(N)Oc3cc(C)n(Cc4ccco4)c(=O)c32)cc1OC (stereo not given),-5,7,2,2.3,107,-1,-3,31,2,-0.5
COc1ccc2oc(-c3ccc(C)c(NC(=O)CSc4ccc(Cl)cc4)c3)nc2c1,-4,-6,-1,0.8,101,3,-4,0,2,/
COc1ccc(C(=O)OCC(=O)NCc2cccs2)c(OC)c1OC,-4,-3,-2,5.3,/,-3,-1,-7,4,-1.1
COc1ccc(NS(=O)(=O)c2cn(C)c(=O)n(C)c2=O)cc1,1,-4,-1,1.6,99,1,3,0,-2,7.8

# The listing continues.
SMILES,Keap1 Nrf2 FP,CAL PDZ FP-1,NSD2 inh,LANA DNA inh,Pemphigus Ab inh,V-ATPase pH,DAGLB inh,Arr AP2 block,RTF Ca sens inh,CAL PDZ FP-2
COc1cc(OC)cc(C(=O)NN2CCOCC2)c1,-6,-2,-4,2.0,/,-2,-3,12,0,-1.7
CCC(=O)N(CC)c1nc(-c2ccc(OC)cc2)cs1,-6,/,-2,0.3,73*,-2,-7,-1,-6,-0.3
Cc1cccc(CC(=O)NCC(=O)NCc2cc(=O)n(C)c(=O)n2C)c1,-1,62*,-3,-0.1,95,-2,0,-13,-10,-1.0
Cc1cc(C)cc(NC(=O)CN2CCN(CCN=CC3=C(O)CC(c4ccc(Cl)cc4)CC3=O)CC2)c1 (stereo not given),3,6,-3,0.8,87,-2,2,8,-22,-2.1
Cc1ccc(S(=O)C(c2ccccc2)c2ccccc2)cc1 (stereo not given),-1,/,6,-2.0,95,0,0,22,-7,0.4
CCc1ccc2c(CN3CCc4cc(OC)c(OC)cc4C3)cc(=O)oc2c1,-3,2,1,-2.2,79,4,-2,0,6,-1.1
Cc1ccc(N/N=C(\C#N)C(=O)c2ccsc2)cc1,4,-4,9,1.6,107,-1,4,31,4,0.0
N#Cc1nc(-c2ccccc2F)oc1NCc1ccccc1,0,/,/,1.0,105,0,-3,-7,-12,-1.1
CC(=O)Nc1ccc(C(=O)NCC(c2ccco2)N(C)C)cc1 (stereo not given),-3,/,1,0.6,105,2,2,11,0,-0.1
CC(C)Cc1nnc(NC(=O)Nc2ccccc2)s1,3,1,-2,0.0,/,-3,0,-34,-4,-1.6

# Printed as active in Arr AP2 block, among the entries above:
structure	Keap1 Nrf2 FP	CAL PDZ FP-1	NSD2 inh	LANA DNA inh	Pemphigus Ab inh	V-ATPase pH	DAGLB inh	Arr AP2 block	CAL PDZ FP-2
COCC(C)n1c(SCC(=O)NC(=O)Nc2ccc3c(c2)OCCO3)nc2ccccc2c1=O (stereo not given)	2	4	0	0.5	101	-1	-2	56*	0.6

# New compounds follow
SMILES,Keap1 Nrf2 FP,CAL PDZ FP-1,NSD2 inh,LANA DNA inh,Pemphigus Ab inh,V-ATPase pH,DAGLB inh,Arr AP2 block,RTF Ca sens inh,CAL PDZ FP-2
O=C(NCC(=O)N(c1ccccc1)C(C(=O)NCC1CCCO1)c1ccccc1)c1ccco1 (stereo not given),-4,0,1,0.5,/,-4,2,1,-10,-5.0
COc1ccc(S(=O)(=O)N2CCOCC2)cc1NC(=O)COc1ccc2c(C)cc(=O)oc2c1,-2,-2,-2,-0.2,97,1,0,-6,5,-1.4
CC(CNS(=O)(=O)c1ccccc1)Sc1nncn1C (stereo not given),-2,-1,-2,-1.7,97,0,0,-5,-4,-0.6
Cc1cc(=O)[nH]c(N/N=C/c2c(C)nn(-c3ccc(F)cc3)c2Cl)n1,-5,-3,0,-1.1,/,-1,1,0,-1,0.9
O=C(CSc1ccc(-c2ccc(F)cc2)nn1)NCCc1ccccc1,-3,-1,-1,-0.9,98,0,-1,32,0,-0.8
Cc1onc(-c2ccccc2Cl)c1C(=O)N1CCN(c2nc3ccccc3s2)CC1,-1,-1,6,2.3,101,-1,0,18,-4,-2.0
COc1ccc(CC(=O)Nc2ccc3c(c2)CCC3)cc1S(=O)(=O)N1CCOCC1,-2,/,-21,-1.9,94,-3,2,8,-2,-0.5

# 3 compounds from above, reduced to Keap1 Nrf2 FP and Arr AP2 block.
canonical_smiles	Keap1 Nrf2 FP	Arr AP2 block
CC(Oc1ccc2oc3ccccc3c2c1)C(=O)NC12CC3CC(CC(C3)C1)C2 (stereo not given)	-5	-8
C[S+](CC[C@H](N)C(=O)O)C[C@H]1O[C@@H](n2cnc3c(N)ncnc32)[C@H](O)[C@@H]1O (stereo not given in full)	-7	-1
CCOc1ccc(C2C(C#N)=C(N)Oc3cc(C)n(Cc4ccco4)c(=O)c32)cc1OC (stereo not given)	-5	31
